EPAC2 ag – qHTS for Agonist of cAMP-regulated guanine nucleotide exchange factor 4 (EPAC2): primary screen | Rap guanine nucleotide exchange factor 4 (Homo sapiens), Q8WZA2 | EPAC2 activation, biochemical qHTS; response scale: 100% = 6.5 mM cAMP response | Potency, µM (highest dose often 154 µM), for the others: at the highest dose activation, most hits filed as activators | hit rate 0.079% among 360,000 | AID 720711, 2013; note: potency is the fitted concentration of half-maximal effect; nearly all actives have a fitted effect of over 50% in size
Target sequence (Q8WZA2 whole entry, looked up): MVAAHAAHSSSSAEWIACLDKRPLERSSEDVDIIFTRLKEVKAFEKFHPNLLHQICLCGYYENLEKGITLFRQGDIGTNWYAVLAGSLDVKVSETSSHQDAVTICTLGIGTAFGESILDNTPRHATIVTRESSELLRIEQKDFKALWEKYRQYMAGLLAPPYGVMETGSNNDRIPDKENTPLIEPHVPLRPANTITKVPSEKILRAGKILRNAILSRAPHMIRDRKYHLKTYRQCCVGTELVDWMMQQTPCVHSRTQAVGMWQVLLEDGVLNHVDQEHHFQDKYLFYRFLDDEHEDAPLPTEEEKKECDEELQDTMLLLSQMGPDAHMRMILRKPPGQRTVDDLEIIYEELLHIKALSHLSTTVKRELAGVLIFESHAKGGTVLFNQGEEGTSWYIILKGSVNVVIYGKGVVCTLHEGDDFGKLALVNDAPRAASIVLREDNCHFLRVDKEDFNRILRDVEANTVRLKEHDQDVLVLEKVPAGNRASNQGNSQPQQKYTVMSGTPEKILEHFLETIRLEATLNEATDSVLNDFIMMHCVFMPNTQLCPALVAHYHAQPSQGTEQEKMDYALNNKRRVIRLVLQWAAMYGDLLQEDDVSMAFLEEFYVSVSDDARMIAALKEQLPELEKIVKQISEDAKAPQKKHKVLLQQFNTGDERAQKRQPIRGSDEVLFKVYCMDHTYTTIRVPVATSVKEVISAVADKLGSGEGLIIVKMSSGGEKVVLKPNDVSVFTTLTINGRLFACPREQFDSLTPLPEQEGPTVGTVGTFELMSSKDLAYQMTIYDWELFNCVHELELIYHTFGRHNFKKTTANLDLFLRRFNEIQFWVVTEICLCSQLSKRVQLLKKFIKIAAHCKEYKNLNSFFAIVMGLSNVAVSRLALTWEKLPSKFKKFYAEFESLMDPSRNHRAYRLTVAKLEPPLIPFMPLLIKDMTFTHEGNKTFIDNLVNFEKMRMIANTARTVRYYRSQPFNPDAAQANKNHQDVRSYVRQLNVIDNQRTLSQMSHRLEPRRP
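In this primary screen, activation is scored as increased exchange of BODIPY-GDP from Rap1B by 100 nM EPAC2, with 50 uM GDP as competitor. Signal is normalized to the 6.5 mM cAMP agonist control.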
EPAC2 antag – qHTS for Antagonist of cAMP-regulated guanine nucleotide exchange factor 2 (EPAC2): primary screen; EPAC2 GEF exchange of Rap1B-BODIPY-GDP, fluorescence; hit rate 0.18% among 360,000; Potency, µM (top dose mostly 114 µM), for the others: at the highest dose activity, negative = inhibition, actives largely listed as inhibitors; Rap guanine nucleotide exchange factor 4 (Homo sapiens), Q8WZA2; AID 720708, 2013; note: potency is the fitted concentration of half-maximal effect; % is set by controls: 0 for no effect and ±100 for the full control effect; nearly all actives have a fitted effect of over 45% in size; many of its hits are not listed in these tables
Abeta yeast res – qHTS for compounds that reverse cellular toxicity of Amyloid beta (A-beta) peptide in yeast: Primary Screen; Potency, µM (series often up to 46.1 µM), for inactives: top-dose growth rescue, usual class: activators; hit rate 0.063% among 410,000; yeast expressing A-beta42, growth rescue, OD600, 48 h; response scale: 0% DMSO, 100% iron-clioquinol control; note: potency is the fitted concentration of half-maximal effect; nearly all actives have a fitted effect of over 55% in size
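Yeast A-beta toxicity model in growth medium with pinned compounds, 48 h at 30 C; growth read as absorbance at 600 nm. Normalized to FeCl3/clioquinol equimolar mix (positive) and DMSO (negative).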
DRD3 antagonist – qHTS of D3 Dopamine Receptor Antagonist: qHTS; max response, negative = inhibition, %; D3R cells, DiscoveRx beta-arrestin luminescence, antagonist mode; active compounds read low; AID 652054, 2013; hit rate 2.5% among 360,000; D(3) dopamine receptor (Homo sapiens), P35462; in the data active = max response below about -50%; inconclusive = no clear call, values can overlap the other calls; note: % is set by controls: 0 for no effect and ±100 for the full control effect; mostly tested at two doses, the higher about 12 µM
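Cells plated overnight at 1500 cells/well, then exposed to library compounds with dopamine controls for 90 minutes at 37 degrees C. DiscoveRx reagent added for 30–60 minutes at room temperature; luminescence read, quantitative HTS format.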
TDP43 rescue – qHTS of TDP-43 Inhibitors; Potency, µM (top dose mostly 46.1 µM), without a hit: at the highest dose growth rescue (activation), most hits filed as activators; TDP-43 expressing yeast growth rescue, BacTiter-Glo, 24 h; hit rate 1.8% among 410,000; note: potency is the fitted concentration of half-maximal effect; % of control where 0% means no effect; nearly all actives have a fitted effect of over 50% in size
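Cell-based yeast growth screen: TDP-43 expression induced in galactose, inoculum OD600=0.02 after raffinose pregrowth to mid-log. Read-out BacTiter-Glo luminescence at 24 hr, 30 deg C; inhibition of toxicity seen as signal increase.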
aSyn rescue – qHTS of alpha-syn Inhibitors; AID 652106, 2013; hit rate 0.14% among 370,000; Yeast expressing alpha-synuclein, growth rescue, BacTiter-Glo, 24 h; Potency, µM (top dose mostly 46.1 µM), for inactives: at the top dose growth rescue (activation), usual class: activators; note: potency is the fitted concentration of half-maximal effect; % of control where 0% means no effect; nearly all actives have a fitted effect of over 65% in size
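Galactose-induced alpha-syn yeast (OD600=0.02, raffinose-pregrown) + pinned cpd, 24 hr, 30 deg C; growth by BacTiter-Glo luminescence. Growth restoration scores as activation.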
D3 ag – qHTS of D3 Dopamine Receptor Agonist: qHTS. D3R DiscoveRx beta-arrestin cells, luminescence, 90 min. max activation, %. hit rate 0.58% among 410,000. AID 652048, 2013; in the data active = max activation above about 30%; note: 0% is about no effect; mostly tested at two doses, the higher about 12 µM
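Cells at 1500/well, incubated overnight, then treated with pinned compounds (dopamine as control) for 90 min at 37 degrees C. DiscoveRx reagent added for 30 - 60 minutes at room temperature; luminescence read.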
FUS yeast rescue – qHTS for Suppressors of FUS Proteinopathy: Primary screen using FUS-linked yeast assay; S. cerevisiae FUS-expressing, growth rescue, OD600, 24 h; Potency, µM (series often up to 76.6 µM), for the others: at the highest dose growth rescue (activation), usual class: activators; hit rate 0.24% among 390,000;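 note: potency is the fitted concentration of half-maximal effect; plate controls were DMSO vehicle for no effect and reference control for full effect; nearly all actives have a fitted effect of over 55% in size; some results filed as inactive show a strong effect at the top dose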
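Cultures pregrown in 2.5% raffinose medium are shifted to minimal medium containing 2% galactose to express toxic FUS. Compounds are tested at several concentrations. After 24hr at 30C, growth is quantified at 600 nm absorbance.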
* hit, by the source's call; ? = inconclusive; . = not tested or not shown; [ ] = remark or other dose. Unless noted, calls come from the whole dose curve; as a rule, active = well fitted curve in the direction sought with a large enough effect; inconclusive = small, poorly fitted or top-dose-only effect, or another doubt; inactive = no such curve, though single readings can be large; an effect the other way counts as inactive or inconclusive. The list is partial; the hit share may differ from the screen's.

SMILES	EPAC2 ag	EPAC2 antag	Abeta yeast res	DRD3 antagonist	TDP43 rescue	aSyn rescue	D3 ag	FUS yeast rescue
Cc1ccc(/C=C2/SC(=O)NC2=S)o1	9.2%	-22.7%	5.6%	-24.4	-6.9%	-27.3%	2.9	43.1%
Cc1ccc(S(=O)(=O)N2CCOCC2)cc1NC(=O)COc1ccccc1Cc1ccccc1	10.3%	-11.8%	18.2%	40.2	12.0%	0.3%	1.0	38.2%
CCC1CCCCN1C(=O)Cn1c(=O)n(CCCCCC(=O)NCc2ccccc2)c(=O)c2sccc21 (stereo unspecified)	.	.	-5.1%	.	3.0%	.	-10.8	7.0%
CCn1c(COc2c(C)cccc2C)nnc1SCc1nc2ccccc2c(=O)[nH]1	2.7%	-18.1%	8.8%	0.9	-3.1%	17.0%	0.0	14.2%
CCNC(=S)N1CCN(c2ncccn2)CC1	19.5%	11.7%	1.2%	4.1	18.9%	0.0%	3.0	.
Cc1cccc(N2CC(C(=O)Nc3ccc(S(=O)(=O)Nc4nccs4)cc3)CC2=O)c1C (stereo unspecified)	3.7%	0.9%	-16.0%	0.9	25.6%	-1.9%	4.4	-3.9%
CCOC(=O)c1c(-c2ccsc2)csc1N	-0.6%	18.0%[57.1 µM]	-9.3%	-21.0	12.3%	?	-10.6	24.9%
O=C(Cc1ccc(Cl)c(Cl)c1)NNC(=S)NCC1CCCO1 (stereo unspecified)	12.4%	1.3%	6.3%	?	9.6%	-9.6%	-10.6	10.0%
Cc1c(NC(=O)COC(=O)c2ccc[nH]c2=O)c(=O)n(-c2ccccc2)n1C	5.9%	0.5%	-2.2%	-3.6	4.1%	-4.1%	-4.4	20.4%
O=C(CN1CCc2ccccc2C1)Nc1ccccc1F	4.1%	1.7%	-4.9%	?	-5.8%	-2.8%	2.7	-6.7%
O=C1C=C(NCCN2CCOCC2)CC(c2ccccc2)C1 (stereo unspecified)	3.5%	5.5%	18.4%	?	-7.9%	-0.4%	-28.2	-1.9%
O=C(CN(C(=O)CCC(=O)Nc1nccs1)c1ccccc1F)NCc1ccc(F)cc1	3.8%	8.4%	-0.7%	-1.8	22.3%	-3.0%	-3.2	8.3%
Cc1nc2ccccn2c1-c1ccnc(SCc2ccc(Cl)cc2)n1	3.9%	-2.3%	-2.2%	11.4	22.7%	3.2%	23.8	11.6%
COCCN(C(=O)CSc1nnc(-c2cccc(F)c2)n1N)c1c(N)n(CC(C)C)c(=O)[nH]c1=O	10.1%	0.4%	-0.7%	-11.3	-5.1%	-4.8%	0.0	-3.4%
CCC(=O)Nc1ccc2nc(C)n(Cc3ccccc3Cl)c(=O)c2c1	1.8%	1.4%	-14.5%	-15.2	-4.3%	-28.4%	-2.1	17.7%
COc1ccccc1NC(=O)C1=C(C)Nc2nc(SCc3ccccc3C)nn2C1CC(C)C (stereo unspecified)	.	.	18.3%	.	11.9%	.	3.6	-21.5%
C/C(=N/NS(=O)(=O)c1ccc(C)c(C)c1)c1c[nH]c2ccccc12	5.4%	-3.8%	-10.0%	-6.0	11.1%	1.9%	2.1	4.9%
COc1ccc(C(=O)NC2CCCc3c2cnn3-c2ccccc2F)o1 (stereo unspecified)	3.4%	8.4%	-20.7%	-11.9	-6.5%	-5.2%	-7.6	-0.8%
O=C(CSc1ccccc1)Nc1ccc2sccc2c1	15.4%	-7.3%	.	2.0	13.8%	-0.1%	3.2	-23.6%
COc1cccc(/C=C/C(=O)OCC(=O)NCC2CCCO2)c1OC (stereo unspecified)	-2.2%	3.7%	20.9%	9.9	2.6%	-11.9%	3.2	5.3%

In the list so far, 2 have a furan ring, fused or not:
SMILES	EPAC2 ag	EPAC2 antag	Abeta yeast res	DRD3 antagonist	TDP43 rescue	aSyn rescue	D3 ag	FUS yeast rescue
Cc1ccc(/C=C2/SC(=O)NC2=S)o1	9.2%	-22.7%	5.6%	-24.4	-6.9%	-27.3%	2.9	43.1%
COc1ccc(C(=O)NC2CCCc3c2cnn3-c2ccccc2F)o1 (stereo unspecified)	3.4%	8.4%	-20.7%	-11.9	-6.5%	-5.2%	-7.6	-0.8%

Taken from above:
Under aSyn rescue, Cc1nc2ccccn2c1-c1ccnc(SCc2ccc(Cl)cc2)n1 has 3.2%
Under aSyn rescue, Cc1cccc(N2CC(C(=O)Nc3ccc(S(=O)(=O)Nc4nccs4)cc3)CC2=O)c1C (stereo unspecified) has -1.9%

Remaining list, next part:
SMILES	EPAC2 ag	EPAC2 antag	Abeta yeast res	DRD3 antagonist	TDP43 rescue	aSyn rescue	D3 ag	FUS yeast rescue
Cc1c(NC(=O)C(C)OC(=O)c2cc(Cl)nc(Cl)c2)c(=O)n(-c2ccccc2)n1C (stereo unspecified)	-4.4%	3.7%	-5.1%	1.1	-6.9%	10.0%	6.4	-0.8%
COc1cccc(C(=O)NC2CCNCC2)c1	10.8%	-2.9%	-25.8%	-18.1	-9.8%	-2.4%	-0.6	-15.2%
COc1cccc(N2CC(C(=O)Nc3nnc(SCCC4OCCO4)s3)CC2=O)c1 (stereo unspecified)	2.2%	3.4%	-0.6%	19.9	3.4%	-1.3%	2.3	?
Cc1ccc(Sc2cc(C(F)(F)F)nc(N(C)C)n2)cc1	-16.3%	9.5%	-1.5%	5.4	-14.5%	-0.3%	1.1	24.3%
CC1CCc2sc3nc(N4CCN(CCO)CC4)n4ncnc4c3c2C1 (stereo unspecified)	1.9%	-7.0%	-5.1%[9.22 µM]	-23.7	2.2%	1.2%	-6.6	-34.0%
CCC1CN(C(=O)Nc2ccccc2C(F)(F)F)c2ccccc2O1 (stereo unspecified)	.	.	-7.6%	.	8.4%	.	-1.9	-13.0%
COc1ccc(C(=O)NCc2nnc(SCC(=O)N3CCCC3)o2)cc1OC	1.9%	3.7%	0.4%	3.0	?	0.7%	0.2	.
CC(=O)Nc1ccc2c(=O)n(-c3ccccc3)sc2c1	4.9%	5.8%	-5.9%	4.1	12.3%	3.0%	3.0	10.8%
COC(=O)C1C(=O)NCC1c1ccc(C)cc1 (stereo unspecified)	8.8%	-0.6%	7.4%	-7.8	-3.9%	4.3%	-1.6	9.2%
CC(C)c1ccc(NC(=O)Cn2ncc3ccccc32)cc1	4.8%	5.4%	5.5%	-7.2	9.3%	0.2%	-2.6	-37.1%
O=C(c1ccc(Nc2nc3ccccc3n3nnnc23)cc1)N1CCN(c2ccc(F)cc2)CC1	.	.	?	.	10µM*	.	0.5	41.2%
CCN(Cc1cnn(C)c1)C(=O)c1cc(COc2ccc3c(c2)CCCC3)on1	26.7%	-5.0%	-11.5%	0.6	13.2%	10.1%	5.0	?
Cn1ncc(Cl)c(Oc2ccc(C(C)(C)C)cc2)c1=O	3.0%	-0.3%	7.0%	1.8	0.5%	8.9%	1.5	-1.0%
O=C(COC(=O)C1=COCCO1)Nc1ccc2c(c1)OCO2	0.5%	1.2%	16.4%	13.3	8.0%	-10.0%	3.3	18.2%
COc1ccc2cc(C(=O)C3CCCN(C(=O)CSc4nnc(C)o4)C3)ccc2c1 (stereo unspecified)	-0.9%	-16.9%	-6.7%	-3.3	7.1%	7.6%	-6.8	6.2%
CCc1cccc(OCC(=O)Nc2ccc(C)c(S(=O)(=O)N3CCCCCC3)c2)c1	2.4%	-28.3%	7.8%	-3.5	-19.5%	1.7%	9.0	30.6%
Cc1ccc(N2CC(NC(=O)c3ccc(Br)o3)CC2=O)cc1C (stereo unspecified)	.	.	-0.1%	.	?	.	2.0	17.8%
CCC(C)c1ccc(S(=O)(=O)N2CCN(C(=O)CN3C(=O)NC(C)(C4CC4)C3=O)CC2)cc1 (stereo unspecified)	-4.0%	9.1%	-3.9%	16.4	-6.0%	-5.0%	1.2	-5.2%
CC(=O)Nc1ccc(-c2ccnc3c2CC(C(=O)NCc2ccc(N4CCN(C)CC4)cc2)O3)cc1 (stereo unspecified)	2.1%	0.2%	-5.0%	9.0	9.8%	1.0%	1.4	-23.2%
O=C(Nn1cnnc1)c1cc([N+](=O)[O-])cc([N+](=O)[O-])c1	5.3%	-4.2%	-7.4%	-2.3	13.8%	-0.2%	-5.2	.
O=C(COC(=O)CCC(=O)c1ccc(F)cc1)NCCc1ccccc1	7.6%	-2.0%	-18.0%	4.4	4.3%	-3.9%	2.6	29.8%
COc1ccccc1-c1nc2n(n1)C(c1cccs1)C(C(=O)Nc1cccnc1)=C(C)N2 (stereo unspecified)	1.4%	-5.9%	-4.2%	-1.5	23.7%	-1.9%	0.9	6.1%
Cc1ccc(NC(=O)CSCc2cc(=O)c3ccccc3[nH]2)c(C)c1	.	.	-6.1%	.	-13.1%	.	22.5	-2.4%
CC(=O)Nc1ccc(OCC(O)Cn2c(C)nc3ccccc32)cc1 (stereo unspecified)	-6.3%	-3.3%	4.2%	15.7	-9.8%	-0.8%	-1.6	13.6%
C[C@@H]1C[C@H](Nc2ccccc2)c2ccccc2N1C(=O)c1cccnc1	6.4%	-13.4%	14.1%	-13.0	3.0%	1.9%	7.4	-3.7%
O=S(=O)(c1ccc(NC(=S)N/N=C/c2ccc(Oc3ccccc3)cc2)cc1)N1CCOCC1	10.8%	-6.4%	4.6%	?	-9.6%	-0.2%	-4.5	19.5%
COc1ccc(-n2c(SCC(=O)NCc3cccs3)nc3[nH]ncc3c2=O)cc1	5.3%	-27.1%	11.3%	6.3	20.3%	0.5%	2.2	-14.2%
COc1ccc(/C=C/C(=O)c2ccc([N+](=O)[O-])o2)cc1	5.8%	31.3%[activator]	-76.5%[inhibitor]	-75.3*	-25.6%	9.1%	-28.0	-20.7%
Cc1ccccc1-n1c(SCC(=O)NCc2cccs2)nc2ccccc2c1=O	-10.8%	4.2%	0.0%	2.2	11.1%	1.9%	-2.2	.

Of the compounds above, these contain a CF3 group.
SMILES	EPAC2 ag	EPAC2 antag	Abeta yeast res	DRD3 antagonist	TDP43 rescue	aSyn rescue	D3 ag	FUS yeast rescue
Cc1ccc(Sc2cc(C(F)(F)F)nc(N(C)C)n2)cc1	-16.3%	9.5%	-1.5%	5.4	-14.5%	-0.3%	1.1	24.3%
CCC1CN(C(=O)Nc2ccccc2C(F)(F)F)c2ccccc2O1 (stereo unspecified)	.	.	-7.6%	.	8.4%	.	-1.9	-13.0%

Bioassay records as filed in PubChem.
